Screening results deposited in PubChem BioAssay by several laboratories.
DNMT1 block = blocks human DNA methyltransferase DNMT1; inhibition (reported as % activation of signal), % at 10 µM; hit rate 0.83% among 360,000; DNMT1 molecular beacon, Hinp1I cleavage, fluorescence; P26358; in the data active = inhibition above about 50%
CSN deneddyl inh = blocks human CSN-mediated cullin deneddylation; Q92905; Purified CSN, SCF-Nedd8-OG deneddylation, fluorescence polarization; inhibition, % at 12.5 µM; hit rate 0.38% among 360,000;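 active = pattern-corrected inhibition above about 35%, with an unprinted fluorescence ratio check between 0.5 and 1.5, limit read from the data, passing the limit was not always enough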;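 also: 0% = enzyme with substrate and 100% = substrate without enzyme; some results filed as inactive read as strong as hits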
Target sequence (Q92905 whole entry, looked up, one chain of several): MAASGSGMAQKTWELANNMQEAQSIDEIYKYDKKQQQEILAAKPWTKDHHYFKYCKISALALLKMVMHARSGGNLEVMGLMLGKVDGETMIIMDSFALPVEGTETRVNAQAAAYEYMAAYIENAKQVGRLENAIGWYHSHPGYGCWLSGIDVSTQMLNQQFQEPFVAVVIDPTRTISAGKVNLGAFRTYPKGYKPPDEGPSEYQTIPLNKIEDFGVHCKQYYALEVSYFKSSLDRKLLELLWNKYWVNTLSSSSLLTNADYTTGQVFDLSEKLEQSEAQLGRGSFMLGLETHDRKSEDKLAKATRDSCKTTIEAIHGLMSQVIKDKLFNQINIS
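Schedule: reaction 90 min, room temperature / Assay system: HEK293T-derived human Csn5 enzyme / Input: Csn5 at 0.24 nM final / Measure: inhibition of Csn5 cleavage, % / Control set: substrate-only high control, full reaction low control / Technique: fluorescence polarization of the substrate / Buffer or medium: Tris/NaCl/DTT buffer, pH 7.5 / Reagent: SCFSkp2-Nedd8OG substrate at 10 nM final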
MLLE-PAM2 inh = inhibitors of microRNA-mediated deadenylation, human PABP1 MLLE binding; P11940; GST-MLLE / FITC-PAM2 fluorescence polarization; AID 588489; inhibition, % at 20 µM; hit rate 0.36% among 360,000; in the data active = inhibition above about 35%, passing the limit was not always enough;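 also: plate controls were DMSO wells with GST-MLLE for no effect and wells lacking GST-MLLE protein for full effect; some results filed as inactive read as strong as hits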
Rpn11 inh = inhibitors of human proteasome Rpn11; AID 588493; hit rate 0.59% among 360,000; calls only at 20 µM; O00487; human 26S proteasome, Ub4-pepOG fluorescence polarization; 20S core pre-blocked with epoxomicin;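 active = inhibition at 20 µM, scaled to each plate's controls, above about 33%, limit read from the data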
SUMO1 PPI mod = alters human SUMO1 binding to SIM partners; SUMO1 binding to a labelled peptide, TR-FRET, 1 h; P63165; AID 602429; inhibition, % at 20 µM; hit rate 0.33% among 360,000; in the data active = inhibition above about 37%
Target sequence (P63165 whole entry, looked up): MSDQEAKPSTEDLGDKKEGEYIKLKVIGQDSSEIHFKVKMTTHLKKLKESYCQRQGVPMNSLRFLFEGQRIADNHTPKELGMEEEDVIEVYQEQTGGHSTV
Tb MetRS inh = blocks T. brucei methionyl-tRNA synthetase activity; purified T. brucei MetRS, ATP depletion, Kinase-Glo luminescence; inhibition, % at 11.9 µM; hit rate 0.4% among 360,000;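 active = inhibition above a per-plate cutoff of the control wells' mean inhibition plus 3 SD, cut at about 5.5% in these data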;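 also: 0% = DMSO wells median and 100% = median of wells with control inhibitor compound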
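Material: T. brucei methionyl-tRNA synthetase, purified; reagent: substrates ATP, L-methionine and bulk Escherichia coli tRNA; dosing: 11.9 µM single point; timing: 15 min plus 2 h at 25 °C; detection: luminescence of leftover ATP; evaluation: % inhibition; control set: DMSO-only wells as low control; replicates: singlicate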
NadD block = blocks S. aureus nicotinate mononucleotide adenylyltransferase; hit rate 0.78% among 360,000; purified NadD enzyme, colorimetric absorbance read-out; inhibition, % at 20 µM; in the data active = inhibition above about 26%; also: some compounds past the cut are filed as inactive
Scp1 inh = inhibitors of human Scp-1 phosphatase; Q9GZU7; Recombinant Scp1, phosphopeptide, malachite green phosphate absorbance; inhibition, % at 20 µM; hit rate 0.88% among 340,000;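 active = inhibition above about 50% at 20 µM, limit read from the data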;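 also: plate controls were DMSO wells with enzyme for no effect and wells lacking enzyme for full effect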
Target sequence (Q9GZU7 76-261 limits assumed): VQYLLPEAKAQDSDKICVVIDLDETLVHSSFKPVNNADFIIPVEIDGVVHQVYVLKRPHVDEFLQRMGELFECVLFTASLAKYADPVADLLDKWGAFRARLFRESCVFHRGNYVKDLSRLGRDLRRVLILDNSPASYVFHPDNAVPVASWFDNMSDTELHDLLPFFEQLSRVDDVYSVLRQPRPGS
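Material: truncated SCP-1 phosphatase (76-261aa) / Buffer or medium: 50 mM Tris acetate pH 5.5, 0.005% Tween-20, 10 mM MgCl2 / Compound dosing: one concentration, 20 µM, with 1.0% DMSO / Incubation: 45 min room-temperature reaction, 5 min colour, 30 min stabiliser / Detection: colorimetric free-phosphate detection, absorbance 630 nm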
LMPTP block = blocks human LMPTP phosphatase; P24666; recombinant LMPTP-A, OMFP fluorogenic substrate, fluorescence intensity; hit rate 0.22% among 360,000; inhibition, % at 20 µM;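 active = compounds that cut the enzyme signal by at least half of the control window in the single-dose screen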;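 also: plate controls were DMSO wells with enzyme plus substrate for no effect and substrate without enzyme for full effect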
Target sequence (P24666 whole entry, looked up): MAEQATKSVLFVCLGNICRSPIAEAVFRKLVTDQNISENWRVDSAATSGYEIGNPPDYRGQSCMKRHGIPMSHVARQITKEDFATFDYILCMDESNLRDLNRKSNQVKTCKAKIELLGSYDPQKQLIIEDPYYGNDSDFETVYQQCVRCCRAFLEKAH
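Test system: LMPTP-A, protein tyrosine phosphatase of low molecular weight; Input: 0.625 nM enzyme; Incubation: 50 min dark incubation at room temperature; Signal: endpoint fluorescence intensity from OMFP dephosphorylation; Read-out basis: % inhibition versus control wells.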
STEP inh = STEP (human) phosphatase inhibition. inhibition, % at 20 µM. recombinant STEP, OMFP fluorogenic substrate, fluorescence. P54829. hit rate 0.25% among 360,000. AID 588621;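 active = inhibition at 20 µM, scaled per plate between control wells, above about 37%, limit read from the data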;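 also: 0% = DMSO with enzyme and substrate and 100% = substrate only without enzyme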
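Also added – OMFP at 25 µM · Test system – STEP tyrosine phosphatase · Technique – FITC-channel fluorescence of OMFP product · Schedule – 20 min at room temperature, dark · Evaluation – control-normalized % inhibition with plate pattern correction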
* = called active by the depositor; i = inactive; x = not tested or not shown.

1) O=C(NCC(c1ccco1)N1CCc2ccccc2C1)c1ccc(Cl)c([N+](=O)[O-])c1 (stereo not drawn)
2) CSc1ccc(Cl)c(C(=O)Nc2ccc(C)cn2)c1
3) COc1cccc(CN2CC(C(=O)NC3CCCCCC3)CCC2=O)c1 (stereo not drawn)
4) COC(=O)c1[nH]c2ccccc2c1NC(=O)C(C)N1CC(C)OC(C)C1 (stereo not drawn)
5) O=C(NCc1ccc(Cl)c(Cl)c1)c1cc(C2CCCCN2C(=O)c2ccccc2)on1 (stereo not drawn)
6) O=C(NCCc1ccccc1)c1ccc(-c2ccc(F)c(F)c2)c2ccoc12
7) S=C(NCC1CCCO1)N1CCc2ccccc2C1 (stereo not drawn)
8) COc1ccc(Oc2ccc(C(F)(F)F)cc2NC(=O)c2ccc(OC)cc2)cc1
Screen / compound no.	1	2	3	4	5	6	7	8
STEP inh	0	5	-1	2	1	4	1	1
MLLE-PAM2 inh	-10	0	-3	0	18	13	-129	4
DNMT1 block	-5	-2	2	-3	1	3	1	4
NadD block	1	-5	0	2	0	5	3	-1
LMPTP block	1.4	-0.4	-0.5	-0.1	4.0	0.3	-0.9	4.7
CSN deneddyl inh	-7	0	4	1	-1	-6	-4	1
SUMO1 PPI mod	-13	3	1	-8	1	4	1	-4
Rpn11 inh	i	i	i	i	i	i	i	i
Tb MetRS inh	-0.1	-0.5	-0.5	-0.5	-0.3	2.0	-0.7	-0.8
Scp1 inh	-6	-1	1	28	x	x	-2	-2

9) CCc1nc2ccc(C(=O)NCC3CCCCC3)cn2c1N(C)C(=O)c1cccc(OC)c1
10) COc1cc(C2C3=C(CCCC3=O)OC3=C2C(=O)CCC3)ccc1OCC(=O)Nc1ccccc1
11) CCOc1ccc(CCNC(=O)c2ccc3nc(N4CCOCC4)sc3c2)cc1OCC
12) COc1cccc(CC(=O)OCC(=O)NNC(=O)c2ccc([N+](=O)[O-])cc2)c1
13) Cc1c(Cl)ccc2sc(NC(=O)c3ccco3)nc12
14) Cc1cc(-c2ccccc2)nn1-c1nc2c(c(=O)[nH]c(=O)n2C)n1C
15) COc1ccc(C2=NN(C(=O)c3cccs3)C(c3ccc(OC)cc3)C2)cc1 (stereo not drawn)
16) CC12CN3CC(C)(CN(C1)C3c1ccc([N+](=O)[O-])o1)C2=O (stereo not drawn)
Screen / compound no.	9	10	11	12	13	14	15	16
STEP inh	1	0	0	1	3	-3	2	2
MLLE-PAM2 inh	1	6	17	3	-10	-1	-4	-3
DNMT1 block	1	-2	-1	1	-1	4	-7	4
NadD block	6	-5	-4	-4	-8	7	-7	-2
LMPTP block	-2.5	0.1	-1.2	-0.8	2.4	0.7	5.0	0.4
CSN deneddyl inh	-2	0	0	-1	-2	1	-15	2
SUMO1 PPI mod	-4	4	2	-28	2	-3	3	-1
Rpn11 inh	i	i	i	i	i	i	i	i
Tb MetRS inh	0.4	-0.6	-0.7	0.0	-0.8	-0.5	0.0	-0.3
Scp1 inh	x	5	-1	-5	-1	-4	-15	-7

17) O=C(NCCCN1CCOCC1)c1ccc(CS(=O)(=O)c2ccc(Br)cc2)o1
18) CCn1c(SCC(=O)Nc2nc3ccc(OC)cc3s2)nnc1-c1ccoc1C
19) Cc1ccc(C)c(-n2cc[nH]c2=S)c1
20) O=C(N/N=C/c1ccc(O)c2ccccc12)c1cccnc1
21) O=Cc1cn(CC(=O)Nc2ccccc2)c2ccccc12
22) O=C(NCc1ccc(F)cc1)C1CCC(CNc2c(N3CCCCC3)c(=O)c2=O)CC1 (stereo not drawn)
23) CC(=O)Nc1nc(N)n(-c2ccccc2)n1
24) O=C(NCCC1=CCCCC1)C1CCN(C(=O)Cc2ccccc2)CC1
Screen / compound no.	17	18	19	20	21	22	23	24
STEP inh	-3	-2	0	-2	2	1	0	-3
MLLE-PAM2 inh	-12	-1	-19	-1	-3	2	-1	2
DNMT1 block	4	3	6	-4	-2	1	0	2
NadD block	2	-1	0	-4	-4	1	3	-5
LMPTP block	-0.9	0.7	-2.5	0.4	-0.9	0.2	-0.7	-1.8
CSN deneddyl inh	-2	1	-2	2	3	-6	5	0
SUMO1 PPI mod	-1	2	1	-12	-2	1	-3	-1
Rpn11 inh	i	i	i	i	i	i	i	i
Tb MetRS inh	1.7	-1.0	0.7	0.0	0.1	-1.1	-0.7	-1.4
Scp1 inh	3	31	-3	-5	-2	-7	7	4

25) O=C(NNC1=C(C(=O)C(F)(F)F)CCC1)c1ccccc1O
26) COc1ccccc1-c1cc(C(=O)Nc2c(C)n(C)n(-c3ccccc3)c2=O)no1
27) O=C(CSc1ncnc2c1nnn2Cc1ccc(F)cc1)NC1CCCCC1
28) Cc1nc(Oc2ccccc2)c2ccccc2n1
29) CCCc1cc(C(=O)Nc2cccc(Cl)c2)no1
30) Cc1ccc(Cn2ncc3c(N4CCN(C5CCCC5)CC4)ncnc32)cc1
31) O=C(CSc1ccc2ccccc2c1)NCCCN1CCCC1=O
32) CCNC(=O)c1c(NC(=O)C2COc3ccccc3O2)sc2c1CCCC2 (stereo not drawn)
Screen / compound no.	25	26	27	28	29	30	31	32
STEP inh	5	-2	1	-2	-4	1	3	-3
MLLE-PAM2 inh	8	-3	16	0	0	-6	24	-1
DNMT1 block	-5	1	2	1	-4	-1	-6	7
NadD block	-5	-3	-6	-5	-4	-5	-2	-7
LMPTP block	-0.1	0.4	-0.6	-0.6	1.0	-0.5	-1.4	-1.8
CSN deneddyl inh	1	0	6	7	-3	-6	5	2
SUMO1 PPI mod	7	-1	0	1	-3	1	-3	-4
Rpn11 inh	i	i	i	i	i	i	i	i
Tb MetRS inh	0.0	-1.0	0.7	0.2	-0.8	-0.6	0.3	-0.8
Scp1 inh	-21	-2	3	-13	-12	-10	-6	-1

33) COc1ccc(Cl)cc1NS(=O)(=O)c1cccc(C(=O)NCCCN2CCCC2=O)c1
34) COc1ccccc1CNC(=O)CSc1ccc(C)cc1
35) COc1ccc(NC(=O)CSc2nnc(Cc3cccn3C)n2CCc2ccccc2)cc1OC
36) COc1ccc(N(C)S(=O)(=O)c2ccc3c(c2)oc(=O)n3C)cc1
Screen / compound no.	33	34	35	36
STEP inh	-2	0	-2	-2
MLLE-PAM2 inh	-7	7	-6	13
DNMT1 block	0	5	-2	0
NadD block	4	-8	-3	-4
LMPTP block	0.3	-0.8	-0.5	0.1
CSN deneddyl inh	2	-14	-2	1
SUMO1 PPI mod	3	-1	3	-5
Rpn11 inh	i	i	i	i
Tb MetRS inh	-0.3	0.7	-0.8	-0.5
Scp1 inh	-5	-8	-2	-7

In another format: entries from further up.
cpd	Molecule	STEP inh	MLLE-PAM2 inh	DNMT1 block	NadD block	LMPTP block	CSN deneddyl inh	SUMO1 PPI mod	Rpn11 inh	Tb MetRS inh	Scp1 inh
23	CC(=O)Nc1nc(N)n(-c2ccccc2)n1	0	-1	0	3	-0.7	5	-3	i	-0.7	7
24	O=C(NCCC1=CCCCC1)C1CCN(C(=O)Cc2ccccc2)CC1	-3	2	2	-5	-1.8	0	-1	i	-1.4	4
25	O=C(NNC1=C(C(=O)C(F)(F)F)CCC1)c1ccccc1O	5	8	-5	-5	-0.1	1	7	i	0.0	-21
26	COc1ccccc1-c1cc(C(=O)Nc2c(C)n(C)n(-c3ccccc3)c2=O)no1	-2	-3	1	-3	0.4	0	-1	i	-1.0	-2
27	O=C(CSc1ncnc2c1nnn2Cc1ccc(F)cc1)NC1CCCCC1	1	16	2	-6	-0.6	6	0	i	0.7	3
28	Cc1nc(Oc2ccccc2)c2ccccc2n1	-2	0	1	-5	-0.6	7	1	i	0.2	-13
29	CCCc1cc(C(=O)Nc2cccc(Cl)c2)no1	-4	0	-4	-4	1.0	-3	-3	i	-0.8	-12
30	Cc1ccc(Cn2ncc3c(N4CCN(C5CCCC5)CC4)ncnc32)cc1	1	-6	-1	-5	-0.5	-6	1	i	-0.6	-10
31	O=C(CSc1ccc2ccccc2c1)NCCCN1CCCC1=O	3	24	-6	-2	-1.4	5	-3	i	0.3	-6
32	CCNC(=O)c1c(NC(=O)C2COc3ccccc3O2)sc2c1CCCC2 (stereo not drawn)	-3	-1	7	-7	-1.8	2	-4	i	-0.8	-1
33	COc1ccc(Cl)cc1NS(=O)(=O)c1cccc(C(=O)NCCCN2CCCC2=O)c1	-2	-7	0	4	0.3	2	3	i	-0.3	-5
34	COc1ccccc1CNC(=O)CSc1ccc(C)cc1	0	7	5	-8	-0.8	-14	-1	i	0.7	-8
35	COc1ccc(NC(=O)CSc2nnc(Cc3cccn3C)n2CCc2ccccc2)cc1OC	-2	-6	-2	-3	-0.5	-2	3	i	-0.8	-2
36	COc1ccc(N(C)S(=O)(=O)c2ccc3c(c2)oc(=O)n3C)cc1	-2	13	0	-4	0.1	1	-5	i	-0.5	-7
